Assay outcomes (PubChem BioAssay)
PfGluPho inh: PfG6PD (Plasmodium falciparum) enzyme inhibition | inhibition, % at 20 µM | AID 504690 | 350,000 compounds, 0.78% hits | PfGluPho enzyme, NADPH resazurin-diaphorase fluorescence;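 active means inhibition reaching at least a set limit at 20 µM in the primary screen, cut at about 59% in these data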;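 further: 0% = DMSO wells with substrate and 100% = DMSO wells lacking glucose-6-phosphate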
SENP6 inh: inhibitors of human SENP6 protease. Recombinant SENP6 catalytic domain, aminoluciferin luminescence. inhibition, % at 10 µM. 330,000 compounds, 1.8% hits. Q9GZR1;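 active means inhibition above about 50% at the single tested dose, limit read from the data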;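 further: plate controls were DMSO wells with enzyme for no effect and DMSO wells lacking enzyme for full effect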
UBC13 polyUb: human UBC13 polyubiquitination inhibition; P61088; 330,000 compounds, 0.47% hits; UBC13 polyubiquitin chain formation, TR-FRET; inhibition, % at 20 µM; AID 485273; in the data active means inhibition above about 45%, passing the limit was not always enough
Target sequence (P61088 whole entry, looked up): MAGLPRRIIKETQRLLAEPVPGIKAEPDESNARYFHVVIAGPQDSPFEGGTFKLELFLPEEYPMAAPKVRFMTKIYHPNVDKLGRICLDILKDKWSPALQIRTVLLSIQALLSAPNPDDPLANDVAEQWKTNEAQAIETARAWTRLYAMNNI
beta cell repl: induces beta-cell replication in MIN6 cells. MIN6 cells proliferation, ATPlite luminescence, 48 h; cells starved in 0.2% serum; 100% = growth in 10% serum. proliferation, % at 10 µM. 330,000 compounds, 0.29% hits;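 active means compounds whose signal lies at least 3.5 SD above the mean of all wells on their plate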;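 further: 0% = DMSO-treated cells in low-serum medium and 100% = 10% serum control; some compounds called inactive have numbers as strong as hits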
SENP1 FRET inh: SENP1 (human) catalytic domain inhibition; 360,000 compounds, 0.21% hits; AID 624204; recombinant SENP1 catalytic domain, CyPet-SUMO1-YPet FRET cleavage; inhibition, % at 10 µM;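 active means inhibition at least 30% at 10 µM, raw YFP signal under a set limit, fluorescence ratio 0.5 to 1.5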;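 further: 0% = enzyme with DMSO and 100% = no enzyme wells; some results filed as inactive read as strong as hits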
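Material: hSENP1 catalytic domain, recombinant; medium: Tris pH 8 with BME, BSA, NP40 and catalase; compound: single concentration of 10 µM compound, 0.5% DMSO final; technique: FRET read of cyan and yellow fluorescence; timing: 50 min enzyme reaction, room temperature, light-protected; reagent: SFCypet-SUMO1-SFYpet substrate at 25 nM; control set: no-enzyme low, enzyme-DMSO high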
SENP8 block-1: SENP8 protease inhibition | 330,000 compounds, 1.2% hits | purified SENP8, Z-RLRGG-aminoluciferin cleavage, luminescence | AID 2540 | inhibition, % at 10 µM | Q96LD8; in the data active means inhibition above about 50%
SENP7 block: blocks the human protease SENP7; 330,000 compounds, 1.5% hits; recombinant SENP7, Z-RLRGG-aminoluciferin luminescence, 40 min; Q9BQF6; inhibition, % at 5 µM;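 active means inhibition above about 50% at the single test dose, limit read from the data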;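 further: plate controls were DMSO with enzyme for no effect and no enzyme buffer wells for full effect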
HKDC1 inh: blocks human hexokinase HKDC1 activity. Q2TB90. recombinant HKDC1, G6PDH/diaphorase resazurin coupled fluorescence. inhibition, % at 20 µM. 340,000 compounds, 0.16% hits. AID 493160;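 active means inhibition above about 35% when tested at 20 µM, limit read from the data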;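 further: plate controls were DMSO wells with enzyme for no effect and DMSO wells lacking enzyme for full effect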
Target sequence (Q2TB90 whole entry, looked up): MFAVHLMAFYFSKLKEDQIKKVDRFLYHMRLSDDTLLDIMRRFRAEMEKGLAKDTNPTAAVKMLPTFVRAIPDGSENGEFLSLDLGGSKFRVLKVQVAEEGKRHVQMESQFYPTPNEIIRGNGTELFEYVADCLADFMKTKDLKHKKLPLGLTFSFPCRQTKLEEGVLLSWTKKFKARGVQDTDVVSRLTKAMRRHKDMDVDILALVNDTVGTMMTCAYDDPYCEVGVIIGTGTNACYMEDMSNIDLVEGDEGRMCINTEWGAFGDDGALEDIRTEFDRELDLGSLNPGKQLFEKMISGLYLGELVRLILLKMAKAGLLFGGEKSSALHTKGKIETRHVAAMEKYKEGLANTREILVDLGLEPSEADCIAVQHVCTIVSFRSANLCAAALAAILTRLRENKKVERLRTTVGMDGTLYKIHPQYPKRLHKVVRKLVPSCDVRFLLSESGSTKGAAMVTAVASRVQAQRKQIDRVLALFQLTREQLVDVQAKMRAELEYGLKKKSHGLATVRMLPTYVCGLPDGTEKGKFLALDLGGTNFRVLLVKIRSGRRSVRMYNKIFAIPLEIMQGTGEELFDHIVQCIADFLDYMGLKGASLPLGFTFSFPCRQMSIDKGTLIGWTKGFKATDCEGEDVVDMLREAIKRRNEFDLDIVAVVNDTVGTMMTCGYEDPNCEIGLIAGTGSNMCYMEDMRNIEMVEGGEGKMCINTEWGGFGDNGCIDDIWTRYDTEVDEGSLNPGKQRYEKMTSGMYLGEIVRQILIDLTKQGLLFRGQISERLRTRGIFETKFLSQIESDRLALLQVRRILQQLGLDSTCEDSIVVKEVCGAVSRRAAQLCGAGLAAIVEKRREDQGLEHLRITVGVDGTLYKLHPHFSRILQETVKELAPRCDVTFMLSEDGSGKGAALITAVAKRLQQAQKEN
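Assay system – recombinant HKDC1 (HK5) hexokinase enzyme, produced in-house · Input – HKDC1 at 5 µg/mL · Reagent – glucose plus 1 mM ATP as hexokinase substrates · Timing – 90 min reaction incubation at room temperature, dark · Measured by – G6PDH/diaphorase-coupled fluorescence, 1 mM NADP, 100 µM resazurin, 525/613 nm · Benchmarks – DMSO-enzyme wells negative, buffer-substituted wells positive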
SENP8 block-2: blocks human SENP8 cleavage of Nedd8 substrate | recombinant SENP8, Nedd8 substrate fluorescence | inhibition, % at 20 µM | 360,000 compounds, 0.64% hits | AID 602440; in the data active means inhibition mostly above about 40%, no sharp cut-off; inactive means mostly below about 27%
* hit, by the source's call; i = inactive; nt = not tested or not shown.

SMILES	PfGluPho inh	SENP6 inh	UBC13 polyUb	beta cell repl	SENP1 FRET inh	SENP8 block-1	SENP7 block	HKDC1 inh	SENP8 block-2
O=C(NC1CCCC1)c1cc(-c2ccc(Cl)cc2)on1	2	-3	2	0	4	0	-3	-5	11
CSc1nnnn1-c1cccc(O)c1	1	2	2	1	3	4	8	0	2
Cc1ccccc1CS(=O)(=O)Cc1ccc(C(=O)NCCCN2CCCC2=O)o1	-13	7	-7	0	-1	0	11	6	22
Cc1cc(C)c(C#N)c(SCC(=O)Nc2nonc2N)n1	5	-35	5	0	-73	-8	9	-5	-307
c1ccc(N2CC3COc4ccccc4C3=N2)cc1 (stereo not given)	12	nt	nt	nt	-27	nt	nt	2	i
c1ccc(-n2cnc3cc(NCc4ccncc4)ccc32)cc1	9	0	-10	3	-28	-7	-4	11	-106
CC(=O)c1cc(-c2ccccc2)n(CC(=O)N2CCCCC2)c1C	-6	-2	-8	-3	2	-10	-12	-5	6
O=C(CN1CC(=O)Nc2ccccc21)Nc1ccc(F)c(F)c1	2	-16	-6	-4	-15	-8	-5	-1	-129
O=c1c(Br)c(Br)cnn1-c1ccccc1	13	nt	nt	nt	2	nt	nt	9	17
CC(=O)N1CCCc2cc(S(=O)(=O)N(CC(C)C)CC(C)C)ccc21	0	-3	9	1	2	-1	0	-1	15
Cc1cccc(C(=O)Nc2ccc(C(=O)N/N=C/c3ccc4c(c3)OCO4)cc2)c1	-22	-3	0	1	-1	2	-1	-1	-281
Cc1ccc(NC(=O)c2ccc3c(c2)C(=O)N(CC2CCCO2)C3=O)cc1C (stereo not given)	1	-11	0	0	0	-16	-4	10	10
O=C(c1ccc(OC2CCN(Cc3ccccn3)CC2)cc1)N1CCCCO1	1	-6	-9	-2	-2	-14	-2	8	9
CCCCCCSc1cccc(-c2nc3ccc(C)cn3c2NC2CCCCC2)c1	17	-6	27	-8	-43	-3	1	5	-480
N#Cc1c(NC(=O)CCCC(=O)O)sc2c1CCCCC2	-16	-38	3	-3	-5	-15	0	1	7
COc1ccc(C2=C(Nc3ccccc3)c3ccccc3C2=O)cc1	2	-2	-52	0	3	-3	4	-13	22
CCOc1ccccc1N(CC(=O)NCCOC)C(=O)CCC(=O)Nc1ccccn1	-9	-14	-1	-2	4	-5	-8	-6	21
Cc1nc(Cl)c(C#N)c2c1CCCC2	-6	-5	-1	0	1	-3	1	-9	18
Cc1ccc(N(C(=O)Cc2cccs2)C(C(=O)NCC2CCCO2)c2ccncc2)cc1 (stereo not given)	-2	-16	-5	0	1	-5	0	-7	10
CN1CCN(c2ccc(C(CC(N)=O)NC(=O)Cc3cccc4ccccc34)cc2[N+](=O)[O-])CC1 (stereo not given)	13	-15	-11	-3	2	-11	8	-4	23
O=C1c2ccccc2[C@@H]2C[C@@H](O)[C@H](Nc3cccc4ccccc34)CCN12	49	nt	nt	nt	-48	nt	18	18	-254
CCOC(=O)N1CCN(C2CC(=O)N(c3ccccc3)C2=O)CC1 (stereo not given)	8	-13	-1	-2	1	-8	8	-7	5
O=C(NC1CCCCC1)c1cccc(S(=O)(=O)N2CCCCC2)c1	-14	-13	0	0	0	3	3	2	21
CC1CCCCC1NC(=O)COC(=O)c1ccc2c(c1)NC(=O)CS2 (stereo not given)	2	-11	0	-1	-1	-6	-5	-1	7
O=C(C1CCC1)N1CCN(S(=O)(=O)c2ccc([N+](=O)[O-])cc2)CC1	-7	1	2	0	1	11	5	-2	22
Cc1cccc(NC(=O)COC(=O)c2cccc(S(=O)(=O)N3CCCCCC3)c2)c1	2	-6	4	0	1	0	3	6	11
CCC(C)N1CCC2(CC1)N=c1c(c3c4c5c(C)c(O)c3c(O)c1=NC(=O)C(C)=CC=C[C@H](C)[C@H](O)[C@@H](C)[C@@H](O)[C@@H](C)[C@H](OC(C)=O)[C@H](C)[C@@H](OC)C=CO[C@@](C)(O5)C4=O)N2 (stereo not given in full)	9	4	-77	-6	0	12	-2	-1	23
O=C(NN1CCOCC1)c1cc(-c2ccncc2)nc2ccccc12	11	0	16	-1	1	10	7	-2	20
O=C1[C@H](Cc2ccccc2)NCCCC[C@H](c2ccco2)N1Cc1ccccc1	3	nt	nt	nt	-1	nt	nt	3	20
Cc1ccc(Cl)cc1N1CCN(S(=O)(=O)c2ccc3c(c2)oc(=O)n3C)CC1	-2	-6	10	-2	2	-9	-2	5	25
Cc1ccc2nc(Cl)c(/C=C/C(=O)c3ccco3)cc2c1	18	7	6	-3	3	5	1	22	14
COc1ccc2c(=O)cc(-c3ccccc3F)oc2c1	-5	-15	-3	-2	3	-20	-16	3	-18
CCC(=O)Nc1cc(C(F)(F)F)ccc1N1CCCC1	6	8	7	0	3	4	2	-11	7
COc1ccc(-n2cc(-c3ccccc3)c3c(=O)[nH]cnc32)cc1	-9	2	21	-1	3	-3	4	-8	5
COC(=O)C(CC(=O)O)NCc1ccco1 (stereo not given)	1	-4	-7	-4	1	2	2	-8	13
Cc1cccc(NC(=O)c2sc3ncn(CC(=O)N4CCN(c5ccccn5)CC4)c(=O)c3c2C)c1	-11	0	11	-2	2	-5	-1	2	12
CCCCn1c(N)c(N(CCC(C)C)C(=O)c2cc(Cl)nc3ccccc23)c(=O)[nH]c1=O	-2	-6	-12	-3	-5	-12	-3	-3	-15
Cn1c(N)c(C(=O)COC(=O)c2cc(C(F)(F)F)nc3ccccc23)c(=O)n(C)c1=O	nt	0	9	2	nt	-4	7	nt	nt
N#CC1=C2N=C(N)c3ccccc3N2C2=C(C(=O)CCC2)C1c1ccc(Cl)cc1 (stereo not given)	17	0	-1	2	-14	-1	7	3	11
CC1(C)CC(=O)C/C(=N\NC(=S)NCc2ccccc2)C1	16	2	0	-3	-5	0	1	-15	3
CC(=O)C1CCC2C3CCC4=CC(=O)CCC4(C)C3(F)C(O)CC12C (stereo not given)	8	nt	nt	nt	2	nt	nt	-6	-1
COc1ccc(OCC(=O)NCC(c2ccc(OC)cc2)N2CCCCC2)cc1 (stereo not given)	8	-1	4	0	1	-11	6	-8	17
CC(NC(=O)c1ccccc1Cl)C(=O)NCc1cccs1 (stereo not given)	0	-14	-12	-5	-2	-8	-14	-1	0
CCOc1ccc(Br)cc1C(=S)N1CCCC1	4	24	-11	-2	2	8	-1	-4	4
Cc1noc(C)c1COc1cccc(C(=O)NCc2ccccc2Cl)c1	-4	-8	-7	-2	0	-10	-9	-2	14
CCOc1ccc(OCC(O)CNC2CCN(Cc3ccccc3)CC2)cc1 (stereo not given)	-11	0	2	-6	0	4	8	-10	19
COc1cccc(C(=O)OCC(=O)NCCc2ccccc2)c1OC	1	-3	2	0	0	8	-1	-8	2
CCOC(=O)CCCNC(=O)CCNC(=O)c1ccc(OCC)cc1	-5	-15	-6	-1	1	-5	0	-9	5
O=C(Nc1cccc(-n2cccn2)c1)C1CCCN(Cc2ccc(C#CCCO)cc2)C1 (stereo not given)	14	0	10	-1	-1	3	-9	-4	8
CCCNC(=S)N1CCC(NC(=O)c2cccc(C)c2)CC1	-8	0	-3	-1	3	3	-3	-6	9
COc1ccccc1CNC(=O)C1CCCN(S(=O)(=O)c2ccc3c(c2)CC(C)N3C(C)=O)C1 (stereo not given)	-3	7	25	-1	2	6	-4	-4	14
CC1C(=NO)C(C)C(c2ccc(N(C)C)cc2)NC1c1ccc(N(C)C)cc1 (stereo not given)	5	-19	-3	-3	3	-8	4	-12	6
O=C(Nc1ccccc1F)N1CCCC1c1cccnc1 (stereo not given)	-12	-17	-3	-2	2	-4	-3	-3	27
CSc1ccccc1NC(=O)CN(C)C(=O)c1ccc(-n2cccn2)cc1	-7	2	7	7	-9	-1	-2	-8	-4
COc1ccc(NS(=O)(=O)c2ccc(-n3cnnn3)cc2)cc1OC	-15	3	-1	0	0	-3	2	6	4
O=C(C1COc2ccccc2O1)N1CCN(Cc2ccc3c(c2)OCO3)CC1 (stereo not given)	-19	-21	12	-3	1	-2	-3	-4	28
CC(=O)NC(Cc1c[nH]c2ccccc12)C(=O)OCC(=O)N1CCCCCC1 (stereo not given)	10	-10	-4	0	1	-7	1	-13	5
O=C(COc1ccccc1)NCC(=O)Nc1cccc2ccccc12	-11	-9	7	0	2	1	-5	-11	-11
CCOc1ccc(-n2c(C)cc(C(=O)NS(=O)(=O)c3ccc(C)cc3)c2C)cc1	-43	-12	-23	-5	1	-7	-7	6	-3
O=C(COC(=O)Cc1ccsc1)Nc1ccc(Cl)c(S(=O)(=O)N2CCOCC2)c1	5	-8	-14	3	5	-10	-5	-9	8

4 entries picked at random from the list so far, as already listed:
SMILES	PfGluPho inh	SENP6 inh	UBC13 polyUb	beta cell repl	SENP1 FRET inh	SENP8 block-1	SENP7 block	HKDC1 inh	SENP8 block-2
O=C(Nc1ccccc1F)N1CCCC1c1cccnc1 (stereo not given)	-12	-17	-3	-2	2	-4	-3	-3	27
CSc1ccccc1NC(=O)CN(C)C(=O)c1ccc(-n2cccn2)cc1	-7	2	7	7	-9	-1	-2	-8	-4
CCOC(=O)CCCNC(=O)CCNC(=O)c1ccc(OCC)cc1	-5	-15	-6	-1	1	-5	0	-9	5
COc1ccccc1CNC(=O)C1CCCN(S(=O)(=O)c2ccc3c(c2)CC(C)N3C(C)=O)C1 (stereo not given)	-3	7	25	-1	2	6	-4	-4	14

More records:
SMILES	PfGluPho inh	SENP6 inh	UBC13 polyUb	beta cell repl	SENP1 FRET inh	SENP8 block-1	SENP7 block	HKDC1 inh	SENP8 block-2
O=C(O)C1CC(=O)N(c2ccc(F)cc2)C1 (stereo not given)	14	7	4	1	0	1	1	1	14
CCC(=O)OCC(=O)Nc1cc([N+](=O)[O-])ccc1Cl	-1	13	5	2	1	5	-1	-15	8
COc1ccc2nc(NC(=O)C3CCCN3S(=O)(=O)c3ccc(C)cc3)sc2c1 (stereo not given)	0	10	7	0	1	-6	1	5	22
CCCCNC(=O)c1ccc(CS(=O)(=O)c2ccccc2OC)o1	7	-12	-4	-2	5	-11	-6	-5	13
CN(C(=O)CSc1nc2ccccc2n1C)C1CCS(=O)(=O)C1 (stereo not given)	7	15	6	-1	3	0	6	-5	9
CC(=O)N1CCN(S(=O)(=O)c2cccc(C(=O)NC3CCCc4ccccc43)c2)CC1 (stereo not given)	-3	-3	6	-2	0	-2	6	-10	25
COc1cc(C(=O)Nc2ccc(S(=O)(=O)N3CCCCC3)cc2)ccc1OCC(=O)N1CCOCC1	1	nt	nt	nt	0	nt	nt	2	-2
C[C@@H]1C(=O)N(c2ccccc2)[C@@H]1c1ccncc1	-7	nt	nt	nt	2	nt	5	20	8
N#Cc1c(N)nc2c(c1-c1cccnc1)CCCCC2	-13	-1	8	-1	-1	2	-3	-3	-200
Cc1ccc(S(C)(=O)=NC(=O)c2cc(C)on2)cc1 (stereo not given)	-6	0	0	-3	2	1	5	-3	16
O=C1CN(C(=O)COC(=O)[C@@H]2CCCN2S(=O)(=O)c2ccc(Cl)cc2)c2ccccc2N1	-3	14	21	-4	1	1	-6	-3	3
Cc1cc(C)nc(/N=C(\N)Nc2ccccc2-c2ccccc2)n1	72*	-11	11	-4	1	-4	-4	-10	9
